# human PMI inhibitors: human PMI inhibitors, high substrate, primary screen, biochemical, fluorescence intensity, high mannose 6-phosphate (AID 1220); hit rate 0.66% among 190,000; recombinant PMI enzyme, coupled fluorescence intensity; higher % means a stronger effect; one-dose inhibition, % at 20 µM; IC50 in µM for titrated hits
# Insulin prom up: MIN6 insulin promoter up-regulation; AID 1625; MIN6 insulin promoter-GFP reporter, high-content imaging; stronger effect = higher value; z-score at 5 µM; hit rate 0.3% among 190,000;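 active = z-score above 3 at 5 µM with at least 500 cells counted in the well; inconclusive = wells under 500 cells, flagged as cytotoxic or low count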
# RSV antiviral HEp-2: inhibition of RSV-induced cytopathic effect – HEp-2 cells, primary 10 µM value included (AID 2391). one-dose CPE inhibition, % at 10 µM; IC50 in µM for titrated hits. HEp-2 cells, RSV-induced CPE inhibition; higher % means a stronger effect. hit rate 0.13% among 310,000; in the data active = a potency from the dose series; inconclusive = CPE inhibition mostly from about 23% at the one dose, without a potency; inactive = the rest, 99 in 100 with CPE inhibition below about 21%; also: strong numbers were not always called active
# TNAP activation fold: stimulation of alkaline phosphatase TNAP activity – biochemical, luminescent, no phosphate acceptor, uHTS, primary screen (AID 1001). hit rate 0.03% among 200,000. purified TNAP, luminescent activation assay, no phosphate acceptor; higher activation fold means a stronger effect. activation fold at 20 µM, or EC50 in µM where a hit was titrated; in the data active = activation fold from about 3, or a potency from the dose series; inactive = the rest, 99 in 100 with activation fold below about 1.6; also: many of its hits are not listed in these tables
# Large T inhibition: SV40 large T antigen inhibitors, biochemical (AID 1903) | SV40 large T antigen ATPase/helicase inhibition assay; higher % means a stronger effect | inhibition, % at 20 µM, or IC50 in µM where a hit was titrated | hit rate 0.39% among 310,000; in the data active = a potency from the dose series; inconclusive = inhibition mostly from about 32% at the one dose, without a potency; inactive = the rest, 99 in 100 with inhibition below about 32%; also: strong numbers were not always called active
# PhoP inhibition: PhoP-dependent GFP reporter repression – Salmonella Typhimurium, primary screen (AID 1863); hit rate 0.16% among 300,000; inhibition, % at 50 µM, or IC50 in µM where a hit was titrated; S. Typhimurium PhoP-regulated promoter GFP reporter, 4 h; higher % means a stronger effect;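 active = inhibition over 29.93%, a cutoff 3 SD above the screen mean, later confirmed by dose response; inconclusive = inhibition over 29.93% but no dose response follow-up; inactive = inhibition at most 29.93% or unconfirmed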;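 also: 0% = low Mg2+ inducing control and 100% = high Mg2+ repressing control; strong numbers were not always called active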
# ER stress rescue: rescue of cells from ER stress-induced death, primary screen, 384-well, CSM14.1, thapsigargin, ATP luminescence (AID 1222); CSM14.1 thapsigargin-induced death rescue, ATP luminescence; higher % means a stronger effect; cellular ATP content (survival), % at 20 µM, or EC50 in µM where a hit was titrated; 190,000 tested, under 10 active;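 active = EC50 below 50 µM in the dose-response confirmation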;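 also: death triggered by thapsigargin at about 15 µM added after 2 h compound pretreatment; cell ATP read after overnight thapsigargin exposure of roughly 18 to 22 hours; normalized against plate controls of thapsigargin alone and 5% DMSO vehicle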
# human PMI inhibition: MPI enzyme activity inhibition – biochemical, fluorescence intensity, coupled assay, primary screen (AID 1209) | hit rate 0.42% among 190,000 | inhibition, % at 20 µM, or IC50 in µM where a hit was titrated | purified PMI enzyme, coupled fluorescence intensity; higher % means a stronger effect;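 also: plate controls were DMSO vehicle for no effect and wells lacking substrate for full effect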
# West Nile antiviral: West Nile virus antiviral activity, cell-based, CPE readout (AID 1621). West Nile virus-infected cells, CPE inhibition; higher % means a stronger effect. CPE inhibition, % at 10 µM, or IC50 in µM where a hit was titrated. hit rate 0.02% among 290,000; in the data active = a potency from the dose series; inconclusive = CPE inhibition mostly from about 3.7% at the one dose, without a potency; inactive = the rest, 99 in 100 with CPE inhibition below about 2.2%; also: strong numbers were not always called active
# Insulin prom up cell count: further read-out of Insulin prom up, marked with its call; cell count; measured here: cytotoxicity, nuclei count;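 total cells summed across four imaged fields per well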
# Numbers without * were called inactive; ? = inconclusive; . = not tested or not shown; & = joins results of further samples. Rule as the data show it, unless noted: active = inhibition above about 50%; inactive = the rest.
# Each structure is followed by: human PMI inhibitors	Insulin prom up	Insulin prom up cell count	RSV antiviral HEp-2	TNAP activation fold	Large T inhibition	PhoP inhibition	ER stress rescue	human PMI inhibition	West Nile antiviral
[1] CCC(=O)O[C@]1(C(=O)SCF)[C@H](C)C[C@H]2[C@@H]3C[C@H](F)C4=CC(=O)C=C[C@]4(C)[C@@]3(F)[C@@H](O)C[C@@]21C
→ .	.	.	-3.0%	.	7%	4%	.	.	-0.2%
[2] CCc1c2c(nc3ccc(OC(=O)N4CCC(N5CCCCC5)CC4)cc13)-c1cc3c(c(=O)n1C2)COC(=O)[C@]3(O)CC
→ .	.	.	-3.2%	.	2%	-7%	.	.	2.9%
[3] O=C(O)/C=C/c1ccc(O)cc1
→ .	.	.	2.4%	.	19µM*	-13%	.	.	1.2%
[4] CCCCOc1ccc(CC(=O)NO)cc1
→ -16%	.	.	-2.1%	1	6%&13%	5%&-11%	-2.0%	-12%	0.4%
[5] C/C=C(/C)C(=O)O[C@@H]1c2cc(OC)c(OC)c(OC)c2-c2c(cc3c(c2OC)OCO3)C[C@H](C)[C@]1(C)O
→ .	.	.	3.1%	.	18%	-1%	.	.	-0.7%
[6] CC[C@]1(O)C[C@@H]2CN(CCc3c([nH]c4ccccc34)[C@@](C(=O)OC)(c3cc4c(cc3OC)N(C)[C@H]3[C@@](O)(C(=O)OC)[C@H](OC(C)=O)[C@]5(CC)C=CCN6CC[C@]43[C@@H]65)C2)C1
→ .	?	.	-0.8%	.	24%	-7%	.	.	-1.0%
[7] C[C@@H]1C[C@H]2[C@@H]3C[C@H](F)C4=CC(=O)C=C[C@]4(C)[C@@]3(F)[C@@H](O)C[C@]2(C)[C@@]1(O)C(=O)COC(=O)C(C)(C)C
→ -1%	.	.	-2.9%	1.1	7%	1%	-0.1%	1%	0.0%
[8] COc1ccc(/C=N/NC(=O)c2ccncc2)cc1OC
→ .	.	.	1.3%	.	17%	-4%	.	.	0.1%
[9] COc1ccccc1OCCNCC(O)COc1cccc2[nH]c3ccccc3c12 (centres undefined)
→ -1%	-0.085	1282	?	1.1	4%&6%&4%	6%&-4%&-4%	-4.5%	4%	-0.3%
[10] C=C1c2cccc(O)c2C(O)=C2C(=O)[C@]3(O)C(O)=C(C(N)=O)C(=O)[C@@H](N(C)C)[C@@H]3[C@@H](O)[C@H]12
→ 38%	0.2	1347	.	1.2	31%	1.4µM*	7.7%	-9%	-0.7%
[11] O=c1cc(-c2ccc(O)cc2)oc2cc(O[C@@H]3O[C@H](CO)[C@@H](O)[C@H](O)[C@H]3O[C@@H]3OC[C@](O)(CO)[C@H]3O)cc(O)c12
→ -3%	0	1250	0.5%	1	9%	-1%	-0.7%	-8%	0.0%
[12] COc1cc2nc(N3CCN(C(=O)[C@H]4COc5ccccc5O4)CC3)nc(N)c2cc1OC
→ .	.	.	-1.9%	.	19%	2%	.	.	1.2%
[13] COc1ccc2ccc(=O)oc2c1
→ -5%	0.07	1234	45%	1.1	15%	-1%	-3.2%	-6%	0.1%
[14] Cc1cccc2c1NC(=O)/C2=C\C(=O)c1cccs1
→ -2%	.	.	-0.2%	1.1	?	5%	3.2%	3%	15%
[15] NC(=NCc1ccccc1)NC(=O)c1nc(Cl)c(N)nc1N
→ .	.	.	-2.0%	.	1%	0%	.	.	-0.6%
[16] COC(c1ccccc1)(c1ccccc1)C(Oc1nc(C)cc(C)n1)C(=O)O (centres undefined)
→ .	.	.	0.6%	.	19%	-2%	.	.	0.2%
[17] CCCCCCCC/C=C\CCCCCCCC(=O)O
→ .	0.98	700	1.3%	.	8%	-1%&-1%	.	.	0.1%
[18] NC(N)=NC(=O)Cc1c(Cl)cccc1Cl
→ -18%	.	.	1.0%	1	8%	2%	-2.4%	-20%	-0.5%

# Full records, looked up by structure. Values in the order: human PMI inhibitors	Insulin prom up	Insulin prom up cell count	RSV antiviral HEp-2	TNAP activation fold	Large T inhibition	PhoP inhibition	ER stress rescue	human PMI inhibition	West Nile antiviral
# COc1ccc2ccc(=O)oc2c1 in the list: -5%	0.07	1234	45%	1.1	15%	-1%	-3.2%	-6%	0.1%
# NC(N)=NC(=O)Cc1c(Cl)cccc1Cl in the list: -18%	.	.	1.0%	1	8%	2%	-2.4%	-20%	-0.5%

# Single values from above:
# Result for COc1cc2nc(N3CCN(C(=O)[C@H]4COc5ccccc5O4)CC3)nc(N)c2cc1OC in RSV antiviral HEp-2: -1.9%
# Result for Cc1cccc2c1NC(=O)/C2=C\C(=O)c1cccs1 in human PMI inhibition: 3%
# Result for NC(=NCc1ccccc1)NC(=O)c1nc(Cl)c(N)nc1N in PhoP inhibition: 0%
# Result for COc1ccccc1OCCNCC(O)COc1cccc2[nH]c3ccccc3c12 (centres undefined) in human PMI inhibitors: -1%
# Result for CCCCCCCC/C=C\CCCCCCCC(=O)O in Insulin prom up: 0.98
# Result for C[C@@H]1C[C@H]2[C@@H]3C[C@H](F)C4=CC(=O)C=C[C@]4(C)[C@@]3(F)[C@@H](O)C[C@]2(C)[C@@]1(O)C(=O)COC(=O)C(C)(C)C in PhoP inhibition: 1%

# Compound activity (PubChem)

# Only part of the results is shown; rates above refer to the full screens.
